Screens (PubChem BioAssay)
H37Rv inhibition: M. tuberculosis growth inhibition, HTS (AID 449762); M. tuberculosis H37Rv growth inhibition, 7H9 media; higher % means a stronger effect; inhibition, % at 25 µM, or IC50 in µM where a hit was titrated; 0.59% of 330,000 active; in the data active = a potency from the dose series; inconclusive = inhibition above about 70% without an active follow-up result;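 also: bacterial growth assessed after seven days of incubation; strong numbers were not always called active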
inhibitors of VEEV: inhibitors of VEEV TC-83 cytopathic effect, confirmation, Vero cells (AID 588727) | Vero cells, VEEV TC-83 cytopathic effect inhibition; higher % means a stronger effect | inhibition, % at 20 µM; hits with a dose series show IC50 in µM | 0.13% of 350,000 active; in the data active = a potency from the dose series; inconclusive = inhibition mostly from about 14% at the one dose, without a potency; inactive = the rest, 99 in 100 with inhibition below about 12%; also: strong numbers were not always called active
PhoP GFP inhibition: PhoP regulon inhibitors, Salmonella typhi PhoP promoter GFP reporter, confirmatory (AID 1850). Salmonella Typhi PhoP-promoter GFP reporter, fluorescence, 4 h; higher % means a stronger effect. 0.33% of 310,000 active. one-dose inhibition, % at 50 µM; IC50 in µM for titrated hits; in the data active = a potency from the dose series; inconclusive = inhibition mostly from about 25% at the one dose, without a potency; inactive = the rest, 99 in 100 with inhibition below about 19%;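 also: 0% = induced wells with vehicle and 100% = uninduced wells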
influenza NS1A: H1N1 influenza NS1A inhibitors, functional cell based assay (AID 504329). NS1A functional cell-based assay, percent inhibition; higher % means a stronger effect. inhibition, % at 12.5 µM, or IC50 in µM where a hit was titrated. 0.3% of 340,000 active; in the data active = a potency from the dose series; inconclusive = inhibition above about 27% without an active follow-up result; also: strong numbers were not always called active
tuberculosis growth: growth inhibition of non-replicating M. tuberculosis (AID 488890); Mycobacterium tuberculosis non-replicating, growth inhibition; higher % means a stronger effect; one-dose inhibition, % at 25 µM; IC50 in µM for titrated hits; 0.39% of 320,000 active; in the data active = a potency from the dose series; inconclusive = inhibition mostly from about 82% at the one dose, without a potency; inactive = the rest, 99 in 100 with inhibition below about 76%;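 also: plate controls were DMSO cells for no effect and high antibiotic wells for full effect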
inhibitors of VEEV 10K pilot screen: further read-out of inhibitors of VEEV, marked with its call; inhibition, %; measured here: 10K pilot screen inhibition
Starred values were filed as active, the others as inactive; i = inactive; ? = inconclusive; . = no result given. Rows were taken by chance, and some 1.5% of all compounds hit somewhere here.

SMILES	H37Rv inhibition	inhibitors of VEEV	PhoP GFP inhibition	influenza NS1A	tuberculosis growth	others
CN(C)/C(=N\OC(=O)c1ccccc1)c1nonc1N	-7%	i	0%	-2%	-21%
COc1ccc(OC)c(/C=C/C(=O)N(C)CC(=O)Nc2ccc(N3CCOCC3)cc2)c1	5%	1.0%	.	-2%	.
O=C(N/N=C/c1ccc2c(c1)OCO2)c1ccc(NC(=O)c2ccc(F)cc2)cc1	5%	4.2%	-1%	14%	-21%
COc1ccc(Cl)cc1S(=O)(=O)n1nnc2ccccc21	-14%	i	9%	-11%	1%
Cc1c(Cl)cccc1NC(=O)Cn1cccc1	-10%	0.4%	1%	4%	4%
Cc1cc(N2CCOCC2)nc2cc(O)ccc12	-3%	0.9%	6%	26%	.
Cc1ccsc1/C=N/NC(=O)CNC(=O)c1cccc([N+](=O)[O-])c1C	1%	0.5%	-1%	-13%	-13%
CC(OC(=O)c1cc(=O)c2cc(Cl)ccc2o1)C(=O)N1CCCC1 (stereo not drawn)	.	0.8%	.	-6%	.
CCc1ccc(NS(=O)(=O)c2ccc3[nH]c(=O)[nH]c3c2)cc1	14%	0.7%	11%	-4%	-8%
C=CCn1c(-c2ccc(N)cc2)nc2ccccc21	-5%	i	-16%	7%	.
O=C(Nc1ccc(O)c(-c2nc3ccccc3o2)c1)C1(c2ccc(Br)cc2)CCCC1	5%	1.3%	-1%	-2%	-41%
CCOc1ccccc1NC(=O)C1CCN(C(=O)C2CC(=O)N(c3ccc(C)cc3)C2)CC1 (stereo not drawn)	3%	0.6%	6%	5%	8%
CCCCSC1=C(C#N)C(c2ccccc2C)CC(=O)N1 (stereo not drawn)	6%	i	11%	-1%	.
O=C(NCC1CCCO1)c1cccc(C(=O)NCC2CCCO2)c1 (stereo not drawn)	1%	0.3%	-4%	-3%	-16%
CC(C)CNC(=O)CSc1nc2nn(-c3ccccc3)c(=O)c-2c2n1CCCCC2	6%	6.0%	8%	0%	-2%
C=CCC1NS(=O)(=O)OC(COC)C1C (stereo not drawn)	-3%	i	6%	12%	5%
Cc1c(Cc2ccccc2)sc(N)c1C(N)=O	1%	.	6%	.	20%
Cc1ccc(NC(=O)CN(C)C(=O)CSc2nncn2C)cc1	-9%	2.2%	3%	-3%	-20%
CC(=O)NC(Cc1ccc(F)c(F)c1)C(=O)NC1CCN(c2nnnn2-c2ccccc2)CC1 (stereo not drawn)	5%	1.7%	9%	-12%	7%
C=CC(O)(C#CCN(CC)CC)c1ccccc1 (stereo not drawn)	1%	0.3%	-1%	-3%	10%
CCN1C(=O)[C@H]2[C@@H](c3ccc(C)cc3)N3C(=O)N(c4ccccc4)C(=O)[C@@]3(Cc3ccc(Cl)cc3)[C@H]2C1=O	1%	i	-5%	6%	13%
O=C(O)c1cccc(S(=O)(=O)Nc2ccc3[nH]c(=O)[nH]c3c2)c1	-7%	1.4%	3%	-11%	0%
Cn1c(=S)n(/N=C/c2ccc3c(c2)OCO3)c2ccccc21	13%	1.7%	-6%	-3%	-3%
O=C(Nc1c2c(nn1-c1ccc(F)cc1)CS(=O)(=O)C2)c1ccc(S(=O)(=O)N2CCOCC2)cc1	0%	i	-7%	2%	6%
O=C1Nc2cc(C(=O)N3CCOCC3)ccc2SC1N1CCOCC1 (stereo not drawn)	-2%	i	-4%	0%	-7%
SMILES	H37Rv inhibition	inhibitors of VEEV	PhoP GFP inhibition	influenza NS1A	tuberculosis growth	others
O=C(NNC1=NCCCCC1)c1ccccc1	-5%	0.2%	-11%	3%	8%
CCN1C(=O)N[C@@H](CCc2ccccc2)C(C(C)=O)=C1C	2%	2.6%	-5%	-13%	-12%
CC1(C(=O)NCc2ccc(Cl)c(Cl)c2)Oc2cccnc2NC1=O (stereo not drawn)	2%	1.8%	2%	-5%	13%
Cc1cc(C)c(OCCCCNCc2ccccc2)c(Cl)c1	?	i	75µM*	-6%	?	inhibitors of VEEV 10K pilot screen=0.0
COc1ccc(OC)c(N(CC(=O)N2CCCC2)S(=O)(=O)c2ccc(C)cc2)c1	2%	i	3%	1%	-5%
COc1cc(NC2CCCCC2O)c2nc(-c3ccc(Cl)cc3)ccc2c1 (stereo not drawn)	9%	0.0%	-7%	-7%	27%
CCc1nn(C(C)C(=O)NCCN2CCCCCC2)c(=O)c2cc3occc3n12 (stereo not drawn)	-6%	9.8%	0%	-2%	-1%
CS(=O)(=O)N(CC(=O)N/N=C/c1ccco1)c1ccccc1Br	2%	i	-3%	-2%	-1%
Cc1ccc(N2C(=O)CC(N(CCc3ccccc3)C(=S)Nc3ccc(N(C)C)cc3)C2=O)cc1 (stereo not drawn)	26%	i	-1%	-1%	-11%
COC(=O)CC1c2ccccc2S(=O)(=O)N1Cc1ccccc1 (stereo not drawn)	-3%	0.1%	-5%	1%	-9%
CCCc1cc(C(=O)NCc2ccccc2)no1	-4%	1.4%	8%	2%	36%
COCCN(Cc1cc2cc(C)ccc2nc1Cl)C(=O)Nc1ccccc1C	-2%	i	-4%	-5%	7%
Cc1nc(Nc2ccccc2C(F)(F)F)sc1C(=O)N(C)C	4%	1.6%	2%	0%	3%
CCOC(=O)C1=CN(CC)S(=O)(=O)NC1c1ccc2ccccc2c1 (stereo not drawn)	.	1.1%	.	-1%	.
O=C(Nc1ccc(OC(=O)N2CCCC2)cc1)N1CCOCC1	0%	3.8%	3%	-3%	1%
Cc1ccc(S(C)(=O)=N/C=C2\C(=O)c3sccc3N(C)S2(=O)=O)cc1 (stereo not drawn)	0%	1.3%	5%	-22%	-8%
C=CC[C@H](CC(=O)N(CCO)Cc1ccccc1)C(=O)NCCOC(=O)[C@H](CC=C)CC(=O)OC(C)(C)C	3%	0.5%	.	-11%	14%
O=C(Cc1ccccc1F)NCC(c1ccco1)N1CCCCC1 (stereo not drawn)	-8%	i	-3%	4%	-12%
C/C=C/C=C/C(=O)N1CC2(CC(c3cccc(NC(=O)/C=C/C)c3)=NO2)C[C@@H]1C(N)=O (stereo partly drawn)	5%	0.5%	-2%	1%	5%
CCN(c1cccc(C)c1)S(=O)(=O)c1ccc2c(c1)N(C(C)=O)CCS2	-5%	1.7%	-14%	1%	1%
Cc1c(Cl)cccc1NS(=O)(=O)c1cccc2nsnc12	-1%	i	-24%	16%	-9%
Cc1nc2ccccc2c(=O)n1/N=C/c1ccc([N+](=O)[O-])o1	?	.	0%	.	?
Oc1ccc(Cl)cc1CNCc1ccc(Cl)cc1	?	0.1%	12%	-6%	?
O=C(CN1C(=O)NC2(CCCCCCC2)C1=O)Nc1cccc(Br)c1	10%	6.9%	.	-1%	15%
CCN1C(=NCC2CC2)N[C@@H](c2cccc(C(F)(F)F)c2)C(C(=O)OC)=C1C	-2%	i	4%	-9%	72%

23 entries already listed, arranged by molecular weight, smallest number first:
SMILES	H37Rv inhibition	inhibitors of VEEV	PhoP GFP inhibition	influenza NS1A	tuberculosis growth	others
O=C(NNC1=NCCCCC1)c1ccccc1	-5%	0.2%	-11%	3%	8%
CCCc1cc(C(=O)NCc2ccccc2)no1	-4%	1.4%	8%	2%	36%
CCN1C(=O)N[C@@H](CCc2ccccc2)C(C(C)=O)=C1C	2%	2.6%	-5%	-13%	-12%
Cc1nc2ccccc2c(=O)n1/N=C/c1ccc([N+](=O)[O-])o1	?	.	0%	.	?
Cc1cc(C)c(OCCCCNCc2ccccc2)c(Cl)c1	?	i	75µM*	-6%	?	inhibitors of VEEV 10K pilot screen=0.0
O=C(Nc1ccc(OC(=O)N2CCCC2)cc1)N1CCOCC1	0%	3.8%	3%	-3%	1%
Cc1nc(Nc2ccccc2C(F)(F)F)sc1C(=O)N(C)C	4%	1.6%	2%	0%	3%
O=C(Cc1ccccc1F)NCC(c1ccco1)N1CCCCC1 (stereo not drawn)	-8%	i	-3%	4%	-12%
Cc1c(Cl)cccc1NS(=O)(=O)c1cccc2nsnc12	-1%	i	-24%	16%	-9%
CCOC(=O)C1=CN(CC)S(=O)(=O)NC1c1ccc2ccccc2c1 (stereo not drawn)	.	1.1%	.	-1%	.
O=C1Nc2cc(C(=O)N3CCOCC3)ccc2SC1N1CCOCC1 (stereo not drawn)	-2%	i	-4%	0%	-7%
CC1(C(=O)NCc2ccc(Cl)c(Cl)c2)Oc2cccnc2NC1=O (stereo not drawn)	2%	1.8%	2%	-5%	13%
COc1cc(NC2CCCCC2O)c2nc(-c3ccc(Cl)cc3)ccc2c1 (stereo not drawn)	9%	0.0%	-7%	-7%	27%
CCN(c1cccc(C)c1)S(=O)(=O)c1ccc2c(c1)N(C(C)=O)CCS2	-5%	1.7%	-14%	1%	1%
CCN1C(=NCC2CC2)N[C@@H](c2cccc(C(F)(F)F)c2)C(C(=O)OC)=C1C	-2%	i	4%	-9%	72%
Cc1ccc(S(C)(=O)=N/C=C2\C(=O)c3sccc3N(C)S2(=O)=O)cc1 (stereo not drawn)	0%	1.3%	5%	-22%	-8%
COCCN(Cc1cc2cc(C)ccc2nc1Cl)C(=O)Nc1ccccc1C	-2%	i	-4%	-5%	7%
CS(=O)(=O)N(CC(=O)N/N=C/c1ccco1)c1ccccc1Br	2%	i	-3%	-2%	-1%
O=C(CN1C(=O)NC2(CCCCCCC2)C1=O)Nc1cccc(Br)c1	10%	6.9%	.	-1%	15%
COc1ccc(OC)c(N(CC(=O)N2CCCC2)S(=O)(=O)c2ccc(C)cc2)c1	2%	i	3%	1%	-5%
C/C=C/C=C/C(=O)N1CC2(CC(c3cccc(NC(=O)/C=C/C)c3)=NO2)C[C@@H]1C(N)=O (stereo partly drawn)	5%	0.5%	-2%	1%	5%
Cc1ccc(N2C(=O)CC(N(CCc3ccccc3)C(=S)Nc3ccc(N(C)C)cc3)C2=O)cc1 (stereo not drawn)	26%	i	-1%	-1%	-11%
C=CC[C@H](CC(=O)N(CCO)Cc1ccccc1)C(=O)NCCOC(=O)[C@H](CC=C)CC(=O)OC(C)(C)C	3%	0.5%	.	-11%	14%

The listing picks up; the two compounds before the break are reprinted first.
SMILES	H37Rv inhibition	inhibitors of VEEV	PhoP GFP inhibition	influenza NS1A	tuberculosis growth	others
O=C(CN1C(=O)NC2(CCCCCCC2)C1=O)Nc1cccc(Br)c1	10%	6.9%	.	-1%	15%
CCN1C(=NCC2CC2)N[C@@H](c2cccc(C(F)(F)F)c2)C(C(=O)OC)=C1C	-2%	i	4%	-9%	72%
COc1ccc(NC(=O)C(=O)NCCCn2ccnc2)cc1	-14%	0.4%	9%	-7%	-12%
Cc1ccc(NC(=O)CN2CCCC2c2cccs2)cc1S(=O)(=O)N1CCCCC1 (stereo not drawn)	-1%	0.1%	.	-7%	40%
Cc1cccc(-n2ncc3c(N(C)C4CCCCC4)ncnc32)c1	13%	6.2%	8%	5%	.
CCCCC(=O)Nc1ccc(C(=O)NNC(=O)CCCOc2ccc(Cl)cc2Cl)cc1	-10%	0.3%	-2%	-2%	-9%
CC(C)c1cccc(C(C)C)c1O	37%	0.8%	6%	-5%	-6%
Cc1cc(C(F)(F)F)c2c(N)c(C(=O)NC3CC3)sc2n1	-2%	5.8%	2%	-8%	7%
CSCCC(NC(=O)c1ccc([N+](=O)[O-])cc1Cl)C(=O)OC1CCCCC1=O (stereo not drawn)	8%	0.4%	-8%	-3%	-4%
O=C(CSc1nnc(Nc2ccccc2F)s1)NCc1ccco1	.	i	.	1%	.
Cc1cc(C)c(S(=O)(=O)NCCCN2CCOCC2)cc1Br	-2%	0.3%	-2%	-4%	-1%
Cc1cc(C(=O)N2CC(C)CC(C)C2)n(-c2ccccc2)n1 (stereo not drawn)	-11%	i	0%	-11%	.
CCn1c(NC)cc(=O)n(C)c1=O	-1%	1.9%	1%	13%	-12%
CCc1ccc(CCC(=O)Nc2sc3c(c2C#N)CCCC3)o1	6%	1.4%	-7%	2%	12%
Cc1cc(NS(=O)(=O)c2ccc3c(c2)OCCO3)no1	-5%	0.2%	-3%	-25%	-2%
O=C(CSc1nnc(NC(=O)Cc2ccccc2)s1)NCc1ccco1	10%	2.2%	-19%	0%	20%
O=C(Nc1cc(Cl)ccc1N1CCOCC1)C1=COCCO1	-2%	7.4%	4%	7%	-18%
Cc1[nH]c2ccccc2c1/C=N/NC(=O)CNC(=O)c1ccccc1	-8%	i	6%	2%	-12%
CCCCN1C(N)=NC[C@H]1Cc1ccc(O)cc1	-8%	i	2%	1%	2%
CCOc1ccc(C(=O)Nc2ccc3c(c2)OCCO3)cc1	9%	1.6%	-2%	-2%	49%
